# KCNK3 block: human KCNK3 channel inhibitors, primary screen, CHO cells, FluxOR thallium flux, B-score; Potassium channel subfamily K member 3 (Homo sapiens), O14649; 340,000 compounds, 0.84% hits; B-score at 10 µM; AID 602410, 2012; FluxOR fluorescence; stronger effect = lower value;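 active = B-score under library mean minus 4 SD, starting fluorescence ratio at most library mean plus 5 SD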;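 also: more negative B-score means stronger inhibition of thallium flux through KCNK3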
# KCNQ1 block: inhibitors of human KCNQ1 channel, primary screen, cell-based, thallium flux, high-throughput | Potassium voltage-gated channel subfamily KQT member 1 (Homo sapiens), P51787 | CHO-K1 KCNQ1, FluxOR thallium flux fluorescence; stronger effect = higher value | B-score at 10 µM | 310,000 compounds, 1.3% hits | AID 2642, 2010;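 active = compounds whose thallium flux B-score, printed positive for inhibition, exceeds three library SD while starting fluorescence stays within three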;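 also: channel opened by potassium depolarization with thallium stimulus after 20 min compound exposure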
# GSK3 alpha inh: blockers of GSK3A enzyme activity – biochemical, luminescence, cell-free homogeneous, HTS, primary screen; GSK-3 alpha kinase, ADP-Glo luminescence, 60 min; 320,000 compounds, 0.1% hits; inhibition, % at 10 µM;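 in the data active = inhibition above about 50%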;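 also: GST-tagged GSK-3 alpha with peptide substrate and 25 µM ATP; 0% = DMSO neutral wells and 100% = GW8510 positive control wells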
# RGS4 act: RGS4 potentiators or activators, primary screen, cell-based, HEK293 M3R inducible RGS4, calcium flux. carbachol calcium flux Fluo4; stronger effect = lower value. B-score at 10 µM. 310,000 compounds, 0.92% hits. AID 463111, 2010;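 active = B-score of the integrated calcium signal more than 4 SD below the library mean, with starting fluorescence not abnormally high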;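 also: negative B-score means reduced calcium response which marks RGS4 activation or potentiation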
#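 test system = M3R-expressing HEK293 line, RGS4 induced by doxycycline | probe or stimulus = carbachol at ECmax as muscarinic agonist stimulus | timing = dye loading 30 min 37 °C, buffer rest 30 min RT | signal = calcium dye Fluo4 fluorescence | evaluation = B score from integrated fluorescence ratio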
# KCNK9 inh: KCNK9 potassium channel inhibitors, primary screen, HEK293 cells, thallium flux; Potassium channel subfamily K member 9 (Homo sapiens), Q9NPC2; FluxOR thallium flux fluorescence; stronger effect = lower value; B-score at 10 µM; 310,000 compounds, 1.2% hits; AID 488922, 2010;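 active = ratio B-score over 3 SD below the library mean, with starting fluorescence within 5 SD of its mean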;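 also: negative B-score means less thallium flux so channel inhibition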
# Target sequence (Q9NPC2 whole entry, looked up): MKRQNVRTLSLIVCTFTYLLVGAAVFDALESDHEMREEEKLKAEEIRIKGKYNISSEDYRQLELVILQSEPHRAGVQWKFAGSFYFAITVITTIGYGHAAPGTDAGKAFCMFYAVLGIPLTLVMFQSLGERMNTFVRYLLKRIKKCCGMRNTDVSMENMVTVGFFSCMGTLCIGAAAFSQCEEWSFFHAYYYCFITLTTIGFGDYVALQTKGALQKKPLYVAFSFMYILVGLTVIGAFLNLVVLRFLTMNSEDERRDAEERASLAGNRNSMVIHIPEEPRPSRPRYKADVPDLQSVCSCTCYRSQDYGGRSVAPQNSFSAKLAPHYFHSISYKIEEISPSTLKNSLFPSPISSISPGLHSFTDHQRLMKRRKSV
# KCNQ1 pot: potentiators or activators of KCNQ1 channel, primary screen, cell-based, thallium flux, high-throughput; CHO-K1 KCNQ1, thallium flux FluxOR fluorescence; stronger effect = higher value; B-score at 10 µM; 310,000 compounds, 0.35% hits; AID 2648, 2010;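 active = fluorescence ratio B-score, a plate-corrected score, at least three library SD, with initial intensity B-score within 5 SD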
#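 Test system: CHO-K1 cells stably expressing KCNQ1 / Medium: assay buffer / Also added: depolarizing K+/Tl+ stimulus, K2SO4 and Tl2SO4 each 12.5 mM in 5x stock / Incubation: 90 min dye loading and 20 min compound exposure, both at room temperature / Signal: thallium influx via FluxOR fluorescence, kinetic imaging / Evaluation: B score of baseline-normalized fluorescence ratio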
# GSK3beta inhib: human GSK3beta kinase inhibitors, primary screen, biochemical, cell-free homogeneous, HTS; GST-GSK3beta kinase, ADP-Glo luminescence, 60 min; stronger effect = lower value; activity score (negative = inhibition), % at 10 µM; AID 2097, 2009; Glycogen synthase kinase-3 beta (Homo sapiens), P49841; 300,000 compounds, 0.038% hits;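 active = more than half of replicate wells score below -50%, meaning over 50% inhibition versus plate controls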;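 also: 0% = median DMSO wells and -100% = median GW8510 positive control wells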
# Target sequence (P49841 whole entry, looked up): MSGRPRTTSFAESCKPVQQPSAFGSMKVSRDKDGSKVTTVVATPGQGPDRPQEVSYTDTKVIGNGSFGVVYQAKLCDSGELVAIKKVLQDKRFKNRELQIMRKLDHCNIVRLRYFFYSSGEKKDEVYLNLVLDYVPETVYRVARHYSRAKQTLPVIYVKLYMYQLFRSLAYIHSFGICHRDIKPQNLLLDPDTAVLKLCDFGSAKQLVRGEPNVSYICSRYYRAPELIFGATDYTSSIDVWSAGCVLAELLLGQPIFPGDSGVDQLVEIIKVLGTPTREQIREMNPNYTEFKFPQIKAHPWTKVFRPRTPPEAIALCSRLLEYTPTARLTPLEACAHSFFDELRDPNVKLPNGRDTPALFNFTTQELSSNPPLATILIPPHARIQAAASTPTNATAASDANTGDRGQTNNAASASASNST
#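 Assay system: GST-fused GSK3beta enzyme, cell-free / Medium: Tris pH 7.5 buffer with MgCl2, DTT, BSA, heparin / Also added: peptide substrate plus 25 µM ATP (final) / Compound: 10 µM single point / Timing: kinase reaction with compound 60 min at room temperature / Detection: ADP-Glo luminescence / Benchmarks: DMSO neutral wells and GW8510 at 20 µM as positive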
# PolyA inhibitor: polyadenylation inhibitors in yeast reporter cells, primary screen, luminescence, S. cerevisiae; calls only at 12 µM; S. cerevisiae SKY197-pL101 polyadenylation reporter, beta-gal luminescence; efflux-impaired pdr1/pdr3 knockout yeast; score 100 = 6 SD above DMSO; 300,000 compounds, 0.02% hits;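 active = lowest replicate activity score at least 50, where 100 means six control SD above control mean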;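 also: yeast exposed to compound for 9 h at 30 °C; higher score means more reporter readthrough which indicates perturbed polyadenylation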
# RGS4 block: RGS4 inhibitors, primary screen, cell-based, HEK293 M3R inducible RGS4, calcium flux | Fluo-4 calcium flux; stronger effect = higher value; triggered by carbachol at its EC20 | AID 463165, 2010 | Regulator of G-protein signaling 4 (Homo sapiens), P49798 | 310,000 compounds, 0.45% hits | B-score at 10 µM;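 active = B-score, a plate-corrected calcium signal, over three deviations above library mean, with baseline fluorescence within five deviations of library mean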;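 also: RGS4 expression induced by doxycycline in cells with stable M3 receptor; B-score is computed from the integrated fluorescence ratio over baseline after carbachol; higher B-score means a larger calcium signal and so more RGS4 inhibition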
# Target sequence (P49798 whole entry, looked up): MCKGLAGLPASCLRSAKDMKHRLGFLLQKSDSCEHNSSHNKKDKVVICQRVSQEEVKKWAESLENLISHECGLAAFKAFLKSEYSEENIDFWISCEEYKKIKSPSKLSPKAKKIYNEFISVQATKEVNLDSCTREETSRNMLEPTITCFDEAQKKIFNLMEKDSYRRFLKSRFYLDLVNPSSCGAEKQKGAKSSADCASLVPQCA
# Dyrk1A ADPGlo: rat Dyrk1A kinase inhibitors, primary screen, biochemical, single point, plate reader | ADP-Glo luminescence, NFATc1 peptide | inhibition, % at 12.5 µM | 310,000 compounds, 0.43% hits | AID 504441, 2011; in the data active = inhibition above about 50%;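 also: plate controls were vehicle with enzyme for no effect and no enzyme for full effect; many of its hits are not listed in these tables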
# hERG rescue: hERG rescue from dofetilide block, primary screen, cell-based, CHO-hERG, FluxOR thallium flux, dofetilide IC70; dofetilide IC70 present; 310,000 compounds, 0.51% hits; activation (rescue from dofetilide block), less the hit threshold, % at 10 µM;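 active = activation above the mean of controls blocked by dofetilide plus 5 SD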;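 also: thallium influx through hERG after potassium depolarization seen as dye fluorescence rise; in these data hits start at about 4.7%; inactives centre near -7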
# * marks the source's active call; other numbers are inactive results; i = inactive; nt = not tested or not shown.
SMILES,KCNK3 block,KCNQ1 block,GSK3 alpha inh,RGS4 act,KCNK9 inh,KCNQ1 pot,GSK3beta inhib,PolyA inhibitor,RGS4 block,Dyrk1A ADPGlo,hERG rescue
Cc1cc(-c2ccccc2)nc(N(C)NC(=O)C(C)(C)C)c1S(C)(=O)=O,i,i,-1,i,i,i,0,i,i,3,-6
CC/S(=N\S(=O)(=O)c1ccc(C)cc1)c1ccccc1 (stereo not drawn),i,i,-3,i,i,i,1,i,i,nt,-10
COc1ccc(Cl)cc1NC(=O)C1Cc2ccccc2CN1S(C)(=O)=O (stereo not drawn),i,i,1,i,i,i,-1,i,i,-3,-9
CC(CNC(=O)c1ccc(C#N)cc1)NC(=O)c1ccc(C#N)cc1 (stereo not drawn),i,i,4,i,i,i,-1,i,i,1,-3
C/C(Nc1ccccc1)=C(/C#N)C(N)=O,i,i,13,i,i,i,-4,nt,i,0,-1
CCC(C)NC(=O)CSc1nc2scc(-c3ccccc3)c2c(=O)[nH]1 (stereo not drawn),i,i,2,i,i,i,0,i,i,-3,-2
CC(=O)Nc1ccc(NC(=O)CN2C(=O)COc3ccc(S(=O)(=O)N4CCOCC4)cc32)cc1,i,i,-3,i,i,i,-2,i,i,2,-4
CCOC(=O)N1CCC(NC(=O)c2ccc(CS(=O)c3ccc(Cl)cc3)o2)CC1 (stereo not drawn),i,i,-3,i,i,i,0,i,i,1,-6
CCn1c(O)c(N=NC(=O)c2cccc(S(=O)(=O)N3CCCCC3)c2)c2ccccc21,i,i,0,i,i,i,-1,i,i,0,-7
O=C(Nc1ncccc1O)c1cccc(S(=O)(=O)N2CCc3ccccc32)c1,i,i,nt,i,i,i,3,i,i,15,-5
O=C(NNS(=O)(=O)c1ccc(F)cc1)C1CCN(Cc2cccc(F)c2)CC1,i,i,0,-7.3*,i,i,-5,i,i,1,-4
NC(=O)N=Nc1c(O)[nH]c2c(Br)cc(Br)cc12,nt,i,0,i,i,i,-2,i,i,nt,-11
CN1C(C(=O)Nc2ccc(OC(F)(F)F)cc2)=CC(c2cccs2)=NS1(=O)=O,i,i,10,i,i,i,2,i,i,7,-1
O=C1NCCNC1(c1c[nH]c2ccccc12)C(F)(F)F (stereo not drawn),i,i,1,i,i,i,-1,i,i,2,-5
COc1ccc(/C=C/C(=O)O)cc1Cl,i,i,-3,i,i,i,1,i,i,9,-2
CCCOC(=O)C1[C@H]2C(=O)N(CC3CCCO3)C[C@]23C=C[C@H]1O3 (stereo partly drawn),i,i,-2,i,i,i,-1,i,i,8,-4
O=C(NCCC1=CCCCC1)C(=O)NCc1ccccc1,i,i,0,i,i,i,-1,i,i,-7,0
CC(c1ccccc1)n1c(SCC(=O)Nc2ccccc2)n[nH]c1=O (stereo not drawn),i,i,1,i,i,i,-3,i,i,1,-5
Nc1nonc1-n1nnc(C(=O)N/N=C/c2cc(Br)cs2)c1-c1ccccc1,i,i,-1,i,i,i,-1,i,i,-3,-2
CC(=O)Nc1cccc(Oc2ncnc3scc(-c4ccccc4)c23)c1,i,i,-1,i,i,i,0,i,i,4,-18
CC(C)c1nc(CNC(=O)CC2C(=O)NCCN2Cc2ccoc2)cs1 (stereo not drawn),i,i,-2,i,i,i,1,i,i,-2,-6
O=C(COC(=O)c1ccc(F)cc1)NCCCc1ccccc1,i,i,-3,i,i,i,5,i,i,2,1
CC(=O)Nc1ccc(NC(=O)Nc2cccc(Cl)c2)cc1,i,i,-3,i,i,i,-1,i,i,2,-7
CC(=O)CC(=O)Nc1ccc2ccccc2c1,i,i,-1,i,i,i,1,i,i,2,-2
Nc1c(C(=O)NCCN2CCOCC2)c2nc3ccccc3nc2n1-c1ccc2c(c1)OCO2,i,i,7,i,i,i,-2,i,i,-3,-5

# Nine structures out of the list, sorted by heavy-atom count, ascending.
SMILES,KCNK3 block,KCNQ1 block,GSK3 alpha inh,RGS4 act,KCNK9 inh,KCNQ1 pot,GSK3beta inhib,PolyA inhibitor,RGS4 block,Dyrk1A ADPGlo,hERG rescue
NC(=O)N=Nc1c(O)[nH]c2c(Br)cc(Br)cc12,nt,i,0,i,i,i,-2,i,i,nt,-11
CC/S(=N\S(=O)(=O)c1ccc(C)cc1)c1ccccc1 (stereo not drawn),i,i,-3,i,i,i,1,i,i,nt,-10
O=C(NCCC1=CCCCC1)C(=O)NCc1ccccc1,i,i,0,i,i,i,-1,i,i,-7,0
CCCOC(=O)C1[C@H]2C(=O)N(CC3CCCO3)C[C@]23C=C[C@H]1O3 (stereo partly drawn),i,i,-2,i,i,i,-1,i,i,8,-4
CCC(C)NC(=O)CSc1nc2scc(-c3ccccc3)c2c(=O)[nH]1 (stereo not drawn),i,i,2,i,i,i,0,i,i,-3,-2
CC(C)c1nc(CNC(=O)CC2C(=O)NCCN2Cc2ccoc2)cs1 (stereo not drawn),i,i,-2,i,i,i,1,i,i,-2,-6
O=C(Nc1ncccc1O)c1cccc(S(=O)(=O)N2CCc3ccccc32)c1,i,i,nt,i,i,i,3,i,i,15,-5
CCOC(=O)N1CCC(NC(=O)c2ccc(CS(=O)c3ccc(Cl)cc3)o2)CC1 (stereo not drawn),i,i,-3,i,i,i,0,i,i,1,-6
CC(=O)Nc1ccc(NC(=O)CN2C(=O)COc3ccc(S(=O)(=O)N4CCOCC4)cc32)cc1,i,i,-3,i,i,i,-2,i,i,2,-4

# (listing goes on)
SMILES,KCNK3 block,KCNQ1 block,GSK3 alpha inh,RGS4 act,KCNK9 inh,KCNQ1 pot,GSK3beta inhib,PolyA inhibitor,RGS4 block,Dyrk1A ADPGlo,hERG rescue
C/C(=N/OC(=O)c1ccc(Br)cc1)c1ccc(C)cc1,i,i,2,i,i,i,-3,i,i,-2,-4
COc1ccc(NC(=O)c2noc3c2CCC3)cc1,i,i,-1,i,i,i,-1,i,i,4,-4
CC(C)C(=O)Nc1ccc(O)c(-c2csc(N)n2)c1,i,i,0,i,i,i,-5,i,i,-1,-7
CC(=O)Nc1nn(C)c2nc(C)cc(C)c12,i,i,-2,i,i,i,nt,i,i,-7,-10
O=C(Cn1cnc2c(nnn2Cc2ccc(Cl)cc2)c1=O)NCc1ccco1,i,i,-1,i,i,i,-6,i,i,31,-4
CN1CCC(OC(=O)c2cc3cc(Br)ccc3oc2=O)CC1,i,i,-1,i,i,i,nt,i,i,-1,-4
Cc1cc(C(=O)COc2ncnc3sccc23)c(C)n1C1CC1,i,i,4,i,i,i,4,i,i,2,1
CC1Oc2ccccc2N(CC(=O)NCCc2ccccc2)C1=O (stereo not drawn),i,i,0,i,i,i,1,i,i,9,-2
COc1ccc(NC(=S)N2CCc3ccccc3C2)cc1OC,i,i,0,i,i,i,4,i,i,-4,-15
Cc1ccc(C(=O)NCC(=O)Nc2ncccc2C)s1,i,i,-1,i,i,i,-2,nt,i,2,-4
Clc1ccc(-c2ncc3ccccn23)c(Cl)c1,i,i,-1,i,i,i,1,i,i,-11,-15
CC(C)C(c1nnnn1Cc1ccccc1)N(Cc1ccco1)Cc1cccs1 (stereo not drawn),i,i,-6,i,i,i,-5,i,i,-25,-4
Cc1nc2c(sc3nc(N4CCOCC4)c4c(c32)CC(C)(C)OC4)c(-c2ccc(Cl)cc2)c1C(=O)O,i,i,1,i,i,i,1,i,i,8,-16
CCOC(=O)CC(NC(=O)c1ccco1)c1ccc(C)cc1 (stereo not drawn),i,i,-2,i,i,i,-1,i,i,4,-6
CC(C)(C)NC(=O)COC(=O)c1cc(Cl)ccc1[N+](=O)[O-],i,i,-2,i,i,i,-1,i,i,3,-5
Cc1ccc(NC(=O)c2c([N+](=O)[O-])c(C(C)(C)C)nn2C)cc1,i,i,0,i,i,i,2,i,i,-4,24*
CCCCNC(=O)CCCCC(=O)N/N=C/c1cccc(Cl)c1,i,i,-1,i,i,i,0,i,i,-3,-5
CN(C)c1nc(-c2ccc([N+](=O)[O-])cc2)cs1,i,i,5,i,i,i,0,i,i,1,-4
Cc1noc(C)c1C(=O)OCC(=O)Nc1ccccc1Oc1ccccc1,i,i,-1,i,i,i,-2,i,i,3,-12
Cc1cccnc1NC(=S)NC(=O)c1cccs1,i,i,-2,i,i,i,-10,i,i,1,-7
CC(C)CN(CC(C)C)S(=O)(=O)N1CCC(C(=O)NCc2ccco2)CC1,i,i,-2,i,i,i,0,i,i,-3,-16
CCCn1c2ccccc2c2cnn(CC(=O)NC3CCCCC3)c(=O)c21,i,i,0,i,i,i,3,i,i,0,-7
COc1ccc(C2OC(=O)CC2C(=O)NCc2ccc(Cl)cc2)cc1OC (stereo not drawn),i,i,-5,i,i,i,2,nt,i,1,-17
COc1cccc(/C=c2\sc3nc(-c4cccs4)nn3c2=O)c1OC,i,i,-3,i,i,i,3,i,i,8,-15
CCc1cc(CNC(=O)c2ccc(OC3CCN(CCc4ccccc4)CC3)cc2)on1,i,i,0,i,i,i,10,i,i,5,-13
CCOCCOC(=O)c1[nH]c2c(c1C)C(=O)CC(c1ccc(OC)c(OC)c1)C2 (stereo not drawn),i,i,-2,i,i,i,1,i,i,-5,-5
CCOC(=O)c1ccccc1NC(=O)COC(=O)c1ccccc1C(=O)N(C)c1ccccc1,i,i,-4,i,i,i,2,i,i,8,-16

# Assay outcomes: PubChem, several laboratories

# This is a subset; count on the stated rates, not on these rows.
